# Growth percent in the NCI-60 one-dose screen (48 h, 10 µM unless noted): 100 = growth as untreated, 0 = no growth, -100 = all killed.
# K-562: K-562 leukemia; 78,000 tested, 7.4% active
# CCRF-CEM: CCRF-CEM leukemia; 77,000 tested, 7% active; AID 1794778
# MDA-MB-468: MDA-MB-468 breast cancer | 78,000 tested, 8.5% active
# SR: SR leukemia cells; 73,000 tested, 8.7% active
# MCF7: MCF7 breast cancer | AID 1794796 | 82,000 tested, 6.3% active
# RPMI-8226: RPMI-8226 leukemia cells; 77,000 tested, 7.5% active
# MOLT-4: MOLT-4 leukemia cells | 80,000 tested, 6.9% active | AID 1794779
# MDA-MB-231: MDA-MB-231 breast cancer; 81,000 tested, 5% active; AID 1794789
# * marks the source's active call; other numbers are inactive results; . = no result given; & = joins results of further samples; ! = a repeat was not active. Rule for the calls: active = growth percent below 10; inactive = the rest. This is a random part of the collection. About 14% of those tested had a hit in this group.
SMILES,K-562,CCRF-CEM,MDA-MB-468,SR,MCF7,RPMI-8226,MOLT-4,MDA-MB-231
CCNc1nc(-c2ccc(Cl)c(OC)c2)c(-c2ccnc(NCCNS(=O)(=O)c3ccccc3)n2)s1,59,47,72,51,27,42,43,55
OCC1CCCCO1 (configuration not stated),88,72,94,82,101,95,86,100
COC(=O)[C@H](Cc1ccccc1)NC(=O)C1(C)CCC[C@]2(C)[C@H]3C[C@H]4C(C(C)C)=C[C@]3(CC[C@@H]12)[C@@H]1C(=O)OC(=O)[C@@H]14 (some centres not stated),94,87,79,119,90,79,99,90
CN1CCN(c2ccc3nc(-c4ccc5nc(-c6ccc(C(F)(F)F)cc6)[nH]c5c4)[nH]c3c2)CC1,-34*,21,51,-19*,4.4*,-9.0*,47,82
COC1=CC(=O)C=C(OC)C1(O)CC(C)=O,99,.,94,101,101,94,96,106
CC(=O)NC(C)Cc1ccc([N+](=O)[O-])cc1 (configuration not stated),100,113,87,106,97,107,91,103
O=[N+]([O-])c1ccc(O)c(/C=N\Nc2ccc(S(=O)(=O)O)cc2)c1,114&113,111&101,106&101,124&120,105&102,114&102,117&103,115&97
C/C(=N\NC(N)=O)c1ccc(Cl)c(-n2cccc2)c1,97,.,74,96,69,97,90,88
O=NN(CCCl)C(=O)Nc1ccc(S(=O)(=O)c2ccc(NC(=O)N(CCCl)N=O)cc2)cc1,94,89,.,36,91,97,99,108
O=C(O)C1=Nc2ccccc2/C1=C\c1sc(Nc2ccc(O)cc2)nc1O,92,99,101,117,100,100,105,94
O=C(Nc1ccc(Nc2ccncc2)cc1)c1ccc(Nc2ccnc3ccc([N+](=O)[O-])cc23)cc1,81,64,83,-14*,92,63,41,81
COc1ccc(-c2c(C(=O)NS(=O)(=O)C3CC3)n(Cc3cccc(C(F)(F)F)c3)c3ccccc23)cc1,65,67,87,.,85,77,89,85
Cc1ccc2oc(=O)ccc2c1,122,106,114,95,106,.,111,118
CC(C)C(C(=O)Nc1ccc(O)cc1)N1C(=O)/C(=C/c2ccc(Br)cc2)SC1=S (configuration not stated),94,92,96,99,99,97,90,100
Cc1nc(-c2ccccc2)ccc1-c1nnc(SCC(=O)O)o1,90,100,99,96,96,102,101,105
Cc1c(Cl)cccc1C(=O)Nc1nc2c(s1)CN(C(=O)Nc1cccc(C(F)(F)F)c1)CC2,11,17,17,13,13,7.9*,16,32
O=S(=O)(O)SCc1ccccc1,109,117,108,109,95,111,100,107
COc1ccc(-c2cs/c(=N\N=C\c3ccc(Cl)cc3)n2/N=C/c2ccc(Cl)cc2)cc1,85,74,103,73,86,98,77,98
Cn1cnc2ncnn2c1=S,97,92,101,83,113,98,91,114
COc1ccc(N=Nc2c(N)nn3c(N)c(C#N)c(-c4ccc(Cl)cc4)nc23)cc1,54,41,36,70,40,35,39,87
NC(=O)c1cc(Br)cc(C2CCCCC2)c1O,.,83,104,.,110,113,115,92
COCCCNc1nc(NC(=O)c2ccc(F)cc2C)cc(-c2cccnc2)n1,104,97,111,110,103,90,94,81
CSc1nc(Cl)cc(-c2ccccc2)n1,107,106,105,107,107,102,120,99
COc1ccc(C(=O)/C=C/c2c(F)cccc2Cl)cc1S(N)(=O)=O,.,6.0*,-3.6*,.,-4.6*,-10*,.,17
CC(c1ccccc1C(=O)O)c1cc(F)cc2ccccc12 (configuration not stated),101,97,100,97,102,101,98,116
COC(=O)[C@@H]1[C@H](O)[C@H](C)[C@H](O)[C@@](C)(O)/C=C\C=C(C)C(=O)Nc2c(C)c(OC(C)=O)c3c(c2O)C(=O)C(C)=C2OCOC(=C23)C(C)=C[C@@](C)(O)[C@H](O)[C@@H](C)[C@H]1OC(C)=O,89,111,.,92,114,-13*,96,99
COC1=C(c2ccccc2)C(=O)C(OC)=C(c2ccccc2)C1=O,77,11,43,80,85,93,-7.7*,95
COc1ccccc1-n1c(-c2sc(NC(C)=O)nc2C)n[nH]c1=S,101,97,124,79,98,.,93,106
C=C1C(=O)O[C@H]2[C@H]1CC/C(COC(=O)/C=C/c1cccnc1)=C\CC[C@@]1(C)O[C@@H]21,7.0*,-7.3*,11,6.4*,12,2.8*,8.4*,39
O=C(Cn1c2c(sc1=O)[C@H]1[C@@H](O)[C@@H](O)[C@H](O)[C@@H]1CS2)Nc1ccc(F)cc1,103,.,108,104,101,.,119,108
CC(=O)Oc1ccccc1Cl,104,93,97,94,97,97,103,113
COC(=O)C(Cc1ccc(OC)cc1)c1ccccc1 (configuration not stated),90,96,95,92,109,100,101,108
COC(=O)c1cc(-c2ccc(OC)cc2)[nH]c(=O)c1C#N,110,108,104,.,93,113,113,.
COC(=O)Nc1nc2ccc(C(=O)c3ccccc3)cc2[nH]1,4.4*,1.2*!,-14*,2.5*!,8.9*!,-32*!,7.6*!,38&26&51
Nc1ccc(-c2ccc(Br)cc2)cc1,100,.,95,80,97,87,73,103
Cc1ccc2[nH]c(=O)cc(-n3ncc(C#N)c3N)c2c1,105,114,124,109,95,111,113,108
COc1ccc(-c2n[nH]c(=O)c3c2sc2ncc(-c4ccc(Br)cc4)n23)cc1,94,99,140,122,94,105,103,88
CCCCc1nc2c(N)nc3ccccc3c2n1Cc1ccc(CO)cc1,80,100,91,80,92,95,96,102
CCOC(=O)N1Cc2cc3ccccc3nc2C1,98,102,114,108,72,103,89,98
N#Cc1c(NC(=O)c2ccccc2)nn2c3c(cnc12)CCCC3,90,99,106,.,94,107,98,100
O=C(/C=C/c1cccs1)c1cccs1,91,99,84,83,63,106,98,96
Cc1ccc(C(=O)c2ccccc2C(=O)O)cc1,98,86,102,.,99,105,100,105
CN(C)S(=O)(=O)c1ccc(-c2nc(C(Cl)Cl)nc3cc(-c4ccc(F)cc4)nn23)cc1,8.4*,22,-46*,8.2*,15,7.7*,3.2*,1.3*
COc1ccc(C(=O)OC(c2cc3c(cc2Br)OCO3)C(C)Br)cc1 (configuration not stated),97,96,82,88,96,92,85,98
CN1CCN(Cn2nc(-c3cc(Cl)cc(Cl)c3Cl)oc2=S)CC1,69,272,.,70,97,160,122,94
CC(C)(C)c1cc(Cl)c(O)c(CNCCO)c1,102,110,96,103,96,113,115,115
CCOc1ccc(Nc2ccc(OCC)cc2)cc1,90,72,80,91,80,70,66,71
O=C(/C=C\c1ccc(NCc2ccc(C(=O)O)cc2)cc1)CCl,9.1*,-8.7*,77,-12*,24,60,6.3*,91
COc1cc(-c2nc(SCCC(C)C)nc(Nc3ccc(O)cc3)c2C#N)cc(OC)c1OC,95,92,110,75,96,111,88,98
CCCCOc1ccc([N+](=O)[O-])cn1,90,.,95,86,93,.,96,99
CCCCOc1ccc(/C=C2/SC(N3CCCC3)=NC2=O)cc1,82,84,93,91,107,85,96,96
Oc1ccccc1C=NCCN1CCN(CCN=Cc2ccccc2O)C1c1ccccc1O (configuration not stated),103,103,115,100,108,.,110,109
N#CSCCSC#N,116,109,111,90,95,105,114,89
CC(C)CC(=O)/C=C\c1ccco1,89,92,104,93,105,100,93,114
C=C1[C@@H](O)C[C@H]2C(C)(C)C[C@H](Cl)C[C@]2(C)[C@H]1C[C@H](O)[C@H]1CC(=O)NC1=O,1.9*,0.5*,-47*,7.2*,-19*,-0.1*,-11*,-31*
O=c1ccn(C2OC(CO)C(O)C2Cl)c(=O)[nH]1 (configuration not stated),98,110,124,96,103,98,101,106
NC(=O)NS(=O)(=O)c1ccc(N)cc1,.,95,96,102,93,96,99,108
COC1=C(OC)C2C3(O)CCCc4cccc(c43)N3C(=O)CCC23C=C1 (configuration not stated),91,96,98,106,93,95,101,104
Cc1ccccc1N=Nc1ccc(N=Nc2cc(S(=O)(=O)O)c3ccccc3c2O)c(C)c1,100,105,94,100,100,100,114,110
CCOC(=O)/C(F)=C/C1CC1C1CCCCC1 (configuration not stated),117,114,97,111,92,105,102,99

# Further structures follow.
SMILES,K-562,CCRF-CEM,MDA-MB-468,SR,MCF7,RPMI-8226,MOLT-4,MDA-MB-231
CCOC(=O)C(C#N)=C1CCCCC1,145,125,114,.,98,111,106,110
CO[C@H]1C[C@H]2[C@@H]3CCC4=CC(=O)CC[C@]4(C)[C@H]3CC[C@]2(C)[C@@]1(O)C(=O)COC(C)=O,107,99,116,89,94,103,98,106
O=C1Nc2cc(-c3cccc([N+](=O)[O-])c3)ccc2/C1=C/c1ccc[nH]1,72,91,-7.2*,11,16,81,97,39
Clc1ccc2c(c1)C1CC2CCCN1Cc1ccccc1 (configuration not stated),91,91,111,93,100,90,103,120
CCN(CC)CC(=O)Nc1cc(NC(=O)CN(CC)CC)c(C)c(NC(=O)CN(CC)CC)c1,97,65,107,80,100,87,56,91
O=C(O)CCc1ccc(O)cc1,105&98,102&79,118&112,102&101,91&99,97&85,102&94,116&115
O=C1Nc2ccccc2/C1=N/N=C/c1ccc(OC2OC(CO)C(O)C(O)C2O)cc1 (configuration not stated),98,107,112,116,103,.,112,105
C/C(=C(/c1ccc(Cl)cc1)c1ccc(OCCN2CCCC2)cc1)c1ccccc1,6.7*,59,62,7.3*,34,43,69,61
CN1C(=O)N(C)C2C1NN=c1s/c(=C\C(=O)O)c(=O)n12 (configuration not stated),97,100,103,97,92,104,103,103
CCN(CC)CCCC(C)NC(=O)Nc1cc(OC)cc2cccnc12 (configuration not stated),115,.,108,120,105,115,95,118
O=C(COc1ccc(Cl)cc1Cl)OCCOc1cc(Cl)c(Cl)cc1Cl,64,95,97,89,95,101,87,98
Clc1ccc(-c2nn(-c3ccccc3)c3nccc(-c4cccs4)c23)cc1,106,101,106,113,104,103,104,108
CCOC(=O)C1=C(CSC2=NCCS2)N(C)C(=O)NC1c1ccccc1 (configuration not stated),76,92,90,60,82,93,82,93
Nc1ccccc1-c1ccc([N+](=O)[O-])cc1,15,25,67,35,40,.,31,67
O=c1ccn(C2OC(CO)C(O)C2F)c(=O)[nH]1 (configuration not stated),117,119,105,111,104,106,168,117

# Twelve structures already listed, sorted by heavy-atom count, falling.
SMILES,K-562,CCRF-CEM,MDA-MB-468,SR,MCF7,RPMI-8226,MOLT-4,MDA-MB-231
CCN(CC)CC(=O)Nc1cc(NC(=O)CN(CC)CC)c(C)c(NC(=O)CN(CC)CC)c1,97,65,107,80,100,87,56,91
O=C1Nc2ccccc2/C1=N/N=C/c1ccc(OC2OC(CO)C(O)C(O)C2O)cc1 (configuration not stated),98,107,112,116,103,.,112,105
CO[C@H]1C[C@H]2[C@@H]3CCC4=CC(=O)CC[C@]4(C)[C@H]3CC[C@]2(C)[C@@]1(O)C(=O)COC(C)=O,107,99,116,89,94,103,98,106
Clc1ccc(-c2nn(-c3ccccc3)c3nccc(-c4cccs4)c23)cc1,106,101,106,113,104,103,104,108
CCN(CC)CCCC(C)NC(=O)Nc1cc(OC)cc2cccnc12 (configuration not stated),115,.,108,120,105,115,95,118
O=C1Nc2cc(-c3cccc([N+](=O)[O-])c3)ccc2/C1=C/c1ccc[nH]1,72,91,-7.2*,11,16,81,97,39
Clc1ccc2c(c1)C1CC2CCCN1Cc1ccccc1 (configuration not stated),91,91,111,93,100,90,103,120
CN1C(=O)N(C)C2C1NN=c1s/c(=C\C(=O)O)c(=O)n12 (configuration not stated),97,100,103,97,92,104,103,103
O=c1ccn(C2OC(CO)C(O)C2F)c(=O)[nH]1 (configuration not stated),117,119,105,111,104,106,168,117
Nc1ccccc1-c1ccc([N+](=O)[O-])cc1,15,25,67,35,40,.,31,67
CCOC(=O)C(C#N)=C1CCCCC1,145,125,114,.,98,111,106,110
O=C(O)CCc1ccc(O)cc1,105&98,102&79,118&112,102&101,91&99,97&85,102&94,116&115

# (next part)
SMILES,K-562,CCRF-CEM,MDA-MB-468,SR,MCF7,RPMI-8226,MOLT-4,MDA-MB-231
O=C(CCc1nnc2sc(=S)[nH]n12)c1nc2ccccc2[nH]1,.,92,103,.,94,108,95,94
CCCCCCNC(=O)Oc1ccc(/C(=C(/CC)Cc2ccccc2)c2ccc(OCCN3CCCC3)cc2)cc1,41,78,89,12,28,79,78,94
C(=N\N=C\c1ccccc1)/c1ccccc1,107,84,99,105,81,114,103,101
Fc1ccc(NC(c2ccc(F)cc2)C2CCN(CCCCc3ccccc3)CC2)cc1 (configuration not stated),-29*,8.3*,7.2*,-40*,5.2*,-18*,4.4*,6.8*
COc1cc(C2c3c([nH]c(=O)[nH]c3=O)Nc3ccc4ccccc4c32)cc(OC)c1OC (configuration not stated),66,96,95,74,66,95,93,106
CCc1ccc(Nc2ncnc3c2cnn3-c2cccc(F)c2)cc1,111,114,98,129,95,116,109,111
COc1ccc2oc(=O)cc(Cn3cnc4c(NCc5ccco5)ncnc43)c2c1,85,109,94,90,75,101,86,106
O=COC1CCCCCC1,104,91,102,104,78,98,98,106
O=C(Nc1cccc(Cl)c1)Nc1nc2cc([N+](=O)[O-])ccc2o1,38,25,53,58,37,36,34,61
CCOC(=O)c1ccc2c(c1)ncn2-c1ccc(N)cc1,106,101,94,108,95,105,107,102
NC(=O)C1C2C=CC(O2)C1C(=O)O (configuration not stated),104,97,94,98,100,103,102,116
COc1ccc(N=Nc2nccs2)c(O)c1,.,4.6*,19,11,20,22,4.7*,36
CCOC(=O)CCNc1nc(N)nc(N(C)c2ccccc2)c1C=O,102,89,103,104,104,94,97,100
Nc1nc(-c2ccccc2)c(CCCNc2ccccc2)c(=O)[nH]1,95,90&96,108&81,90&106,99&89,84&92,89&95,87&103
N#Cc1c(-c2ccc(Cl)cc2)nc(N/N=C/c2cccc(F)c2)nc1N1CCOCC1,85,80,96,.,88,78,74,93
CSc1c(C#N)c(N)nc2c3c(=N)n4c(nc3nn12)sc1cc(Cl)c(Cl)cc14,86,.,109,49,85,97,88,88
COc1ccc(/C=C2\Oc3cc(OCCN4CCCCC4)ccc3C2=O)cc1,63,92,94,70,91,87,84,98
c1ccc(Cc2nc3ccccc3[nH]2)cc1,83,117,102,93,94,87,90,104
